DNMT1 inh: blocks human DNA methyltransferase DNMT1 | P26358 | DNMT1 molecular beacon, Hinp1I cleavage, fluorescence | inhibition (reported as % activation of signal), % at 10 µM | 0.83% of 360,000 active | AID 588458; in the data active = inhibition above about 50%
Tb MetRS inh: Trypanosoma brucei MetRS inhibition | purified T. brucei MetRS, ATP depletion, Kinase-Glo luminescence | inhibition, % at 11.9 µM | 0.4% of 360,000 active | AID 624268;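 active = inhibition above a per-plate cutoff of the control wells' mean inhibition plus 3 SD, cut at about 5.5% in these data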;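 note: 0% = DMSO wells median and 100% = median of wells with control inhibitor compound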
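Material: T. brucei methionyl-tRNA synthetase, purified; reagent: substrates ATP, L-methionine and bulk Escherichia coli tRNA; dosing: 11.9 µM single point; timing: 15 min plus 2 h at 25 °C; detection: luminescence of leftover ATP; evaluation: % inhibition; control set: DMSO-only wells as low control; replicates: singlicate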
NadD block: inhibitors of Staphylococcus aureus NadD; inhibition, % at 20 µM; 0.78% of 360,000 active; purified NadD enzyme, colorimetric absorbance read-out; in the data active = inhibition above about 26%; note: some compounds past the cut are filed as inactive
PABP1 MLLE inh: inhibitors of microRNA-mediated deadenylation, human PABP1 MLLE binding; P11940; GST-MLLE / FITC-PAM2 fluorescence polarization; inhibition, % at 20 µM; 0.36% of 360,000 active; AID 588489; in the data active = inhibition above about 35%, passing the limit was not always enough;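 note: plate controls were DMSO wells with GST-MLLE for no effect and wells lacking GST-MLLE protein for full effect; some results filed as inactive read as strong as hits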
Rpn11 inh: inhibitors of human proteasome Rpn11; human 26S proteasome, Ub4-pepOG fluorescence polarization; 20S core pre-blocked with epoxomicin; calls only at 20 µM; 0.59% of 360,000 active;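 active = inhibition at 20 µM, scaled to each plate's controls, above about 33%, limit read from the data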
Target sequence (O00487 whole entry, looked up): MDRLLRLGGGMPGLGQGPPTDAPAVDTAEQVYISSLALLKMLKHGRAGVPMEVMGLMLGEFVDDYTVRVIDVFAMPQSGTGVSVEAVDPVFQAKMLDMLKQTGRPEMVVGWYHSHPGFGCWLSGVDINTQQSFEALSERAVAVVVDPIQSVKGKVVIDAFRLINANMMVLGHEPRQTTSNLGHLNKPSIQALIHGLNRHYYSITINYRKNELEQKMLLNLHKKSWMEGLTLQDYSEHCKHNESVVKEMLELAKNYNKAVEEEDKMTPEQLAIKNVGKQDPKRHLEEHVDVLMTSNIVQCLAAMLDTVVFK
SUMO1-SIM PPI: alters human SUMO1 binding to SIM partners. 0.33% of 360,000 active. P63165. SUMO1 binding to a labelled peptide, TR-FRET, 1 h. inhibition, % at 20 µM; in the data active = inhibition above about 37%
Target sequence (P63165 whole entry, looked up): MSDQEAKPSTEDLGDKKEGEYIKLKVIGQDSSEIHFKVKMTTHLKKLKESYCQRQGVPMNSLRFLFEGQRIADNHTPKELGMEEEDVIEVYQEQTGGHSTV
CSN deneddyl inh: blocks human CSN-mediated cullin deneddylation; Purified CSN, SCF-Nedd8-OG deneddylation, fluorescence polarization; 0.38% of 360,000 active; inhibition, % at 12.5 µM; AID 651999;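 active = pattern-corrected inhibition above about 35%, with an unprinted fluorescence ratio check between 0.5 and 1.5, limit read from the data, passing the limit was not always enough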;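 note: 0% = enzyme with substrate and 100% = substrate without enzyme; some results filed as inactive read as strong as hits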
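Schedule: reaction 90 min, room temperature / Assay system: HEK293T-derived human Csn5 enzyme / Input: Csn5 at 0.24 nM final / Measure: inhibition of Csn5 cleavage, % / Control set: substrate-only high control, full reaction low control / Technique: fluorescence polarization of the substrate / Buffer or medium: Tris/NaCl/DTT buffer, pH 7.5 / Reagent: SCFSkp2-Nedd8OG substrate at 10 nM final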
STEP block: inhibitors of human striatal-enriched phosphatase STEP; P54829; recombinant STEP, OMFP fluorogenic substrate, fluorescence; inhibition, % at 20 µM; 0.25% of 360,000 active; AID 588621;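 active = inhibition at 20 µM, scaled per plate between control wells, above about 37%, limit read from the data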;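 note: 0% = DMSO with enzyme and substrate and 100% = substrate only without enzyme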
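Measure: Control-normalized % inhibition with plate pattern correction | Test system: STEP phosphatase, cell-free reaction | Medium: pH 6.0 Bis-Tris with DTT and Tween 20 | Technique: Fluorescence, 480/540 nm | Times: Reaction 20 min, ambient temperature | Doses: Single compound dose of 20 µM, 1% DMSO final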
Scp-1 inhibitor: Scp-1 (human) phosphatase inhibition; Q9GZU7; Recombinant Scp1, phosphopeptide, malachite green phosphate absorbance; inhibition, % at 20 µM; 0.88% of 340,000 active;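 active = inhibition above about 50% at 20 µM, limit read from the data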;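 note: plate controls were DMSO wells with enzyme for no effect and wells lacking enzyme for full effect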
Target sequence (Q9GZU7 76-261 limits assumed): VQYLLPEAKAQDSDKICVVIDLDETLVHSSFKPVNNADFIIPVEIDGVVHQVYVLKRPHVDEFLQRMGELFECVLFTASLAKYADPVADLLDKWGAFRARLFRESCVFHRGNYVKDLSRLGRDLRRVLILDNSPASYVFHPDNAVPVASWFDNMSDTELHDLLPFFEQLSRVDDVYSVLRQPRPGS
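Test system: SCP-1 phosphatase catalytic domain, residues 76-261; measured by: colorimetric phosphate reagent with accelerator and stabiliser, absorbance at 630 nm; timing: enzyme reaction 45 min at room temperature, colour 5 min, stabilisation 30 min; also added: Phosphorylated 17-residue peptide substrate; compound dosing: one concentration, 20 µM, with 1.0% DMSO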
LMPTP inh: blocks human LMPTP phosphatase; recombinant LMPTP-A, OMFP fluorogenic substrate, fluorescence intensity; inhibition, % at 20 µM; 0.22% of 360,000 active;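 active = compounds that cut the enzyme signal by at least half of the control window in the single-dose screen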;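 note: plate controls were DMSO wells with enzyme plus substrate for no effect and substrate without enzyme for full effect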
Target sequence (P24666 whole entry, looked up): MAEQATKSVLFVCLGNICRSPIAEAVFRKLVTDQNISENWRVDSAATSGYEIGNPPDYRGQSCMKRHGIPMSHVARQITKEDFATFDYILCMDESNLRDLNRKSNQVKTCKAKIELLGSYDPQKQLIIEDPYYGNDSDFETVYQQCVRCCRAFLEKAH
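Test system: LMPTP-A phosphatase enzyme. Amount: LMPTP-A at 0.625 nM final in the reaction. Reagent: OMFP substrate, 400 µM final. Times: 50 min at room temperature. Signal: endpoint fluorescence intensity from OMFP dephosphorylation. Read-out basis: % inhibition. Benchmarks: no-enzyme and uninhibited controls.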
Starred values were filed as active, the others as inactive; i = inactive; / = no result given.

| molecule | DNMT1 inh | Tb MetRS inh | NadD block | PABP1 MLLE inh | Rpn11 inh | SUMO1-SIM PPI | CSN deneddyl inh | STEP block | Scp-1 inhibitor | LMPTP inh |
| --- | --- | --- | --- | --- | --- | --- | --- | --- | --- | --- |
| C=CCOc1ccccc1CN1CCC(n2nccc2NC(=O)C2CCOC2)CC1 (stereo not drawn) | 2 | -0.4 | -9 | -12 | i | -3 | -2 | -3 | -6 | -4.1 |
| CCOC(=O)C1CCCN(C(=O)c2ccc(OC(C)=O)cc2)C1 (stereo not drawn) | 2 | -0.4 | -2 | 2 | i | 0 | -3 | 0 | -8 | 0.3 |
| Cc1cc[n+](-c2nc3ccccc3nc2[N-]S(=O)(=O)c2cccs2)cc1C | -4 | -0.1 | 1 | 9 | i | -10 | -12 | -2 | -5 | -1.0 |
| Cc1ccc(NC(=S)c2ccc3ccccc3n2)c(C)c1 | -4 | -0.7 | 1 | 36* | i | 6 | -3 | 9 | -2 | 0.6 |
| CC(=O)Nc1ccc(OCCOc2ccccc2C(C)=O)cc1 | 0 | -0.7 | -5 | 0 | i | 9 | 1 | -2 | 28 | -1.2 |
| COc1ccc(C(=O)N2CCN(C(=O)Cc3ccccc3)CC2)cc1 | -1 | -0.2 | 7 | 13 | i | 2 | 0 | 1 | -5 | -0.9 |
| O=C(COC(=O)c1ccc([N+](=O)[O-])o1)NC12CC3CC(CC(C3)C1)C2 | -6 | 0.2 | 4 | 0 | i | -32 | 5 | 2 | -10 | 1.2 |
| CC1=C(C(=O)OC(C)C)C(c2cccc(F)c2)N2C(=O)C(C)SC2=N1 (stereo not drawn) | -4 | 0.0 | -1 | 16 | i | -1 | -1 | 4 | -4 | 3.4 |

| molecule | DNMT1 inh | Tb MetRS inh | NadD block | PABP1 MLLE inh | Rpn11 inh | SUMO1-SIM PPI | CSN deneddyl inh | STEP block | Scp-1 inhibitor | LMPTP inh |
| --- | --- | --- | --- | --- | --- | --- | --- | --- | --- | --- |
| Cc1ccc(OCCn2c(=S)[nH]c3ccccc32)c(C(C)C)c1 | 0 | 0.5 | -1 | -98 | i | -3 | 1 | 1 | -11 | 1.0 |
| CC(=O)c1ccc(N2CCN(C(=O)CCS(=O)(=O)c3ccc4c(c3)CCN4C(C)=O)CC2)cc1 | 2 | 0.1 | 0 | 1 | i | 3 | -3 | -1 | -8 | -0.7 |
| O=C(N/N=C/c1ccco1)c1cc(-c2ccc3ccccc3c2)n[nH]1 | -5 | -0.8 | 25 | 2 | i | 1 | 2 | -5 | -1 | 0.9 |
| CC(Sc1nn(-c2ccc(Cl)cc2)c(=S)s1)C(=O)NCC1CCCO1 (stereo not drawn) | 0 | -0.4 | -4 | -2 | i | -1 | 3 | -2 | -9 | -1.4 |
| O=C(Nc1ccc(Br)cn1)C1CCCN1S(=O)(=O)c1ccccc1 (stereo not drawn) | -2 | -2.7 | -1 | 1 | i | -4 | -1 | 5 | -4 | -0.8 |
| Cc1ccc2sc(C)cc(=O)c2c1 | 1 | -0.2 | 0 | 12 | i | 0 | -2 | -2 | -2 | -1.1 |
| COc1ccc(C(=O)C(C)C(C)=O)c(OCc2ccccc2)c1OC (stereo not drawn) | 0 | 0.0 | -5 | 13 | i | -6 | -1 | 2 | -10 | -1.5 |
| NC(=O)c1ccc(NC(=O)COC(=O)CCC(=O)c2ccc(Cl)cc2)cc1 | -6 | -0.2 | -4 | 4 | i | -1 | 0 | -2 | -1 | -0.8 |

| molecule | DNMT1 inh | Tb MetRS inh | NadD block | PABP1 MLLE inh | Rpn11 inh | SUMO1-SIM PPI | CSN deneddyl inh | STEP block | Scp-1 inhibitor | LMPTP inh |
| --- | --- | --- | --- | --- | --- | --- | --- | --- | --- | --- |
| Cc1ccc(S(=O)(=O)N(C)C)cc1NC(=O)c1cc(=O)[nH]c2ccccc12 | -9 | 0.0 | -1 | -33 | i | 0 | -6 | -2 | -5 | -0.1 |
| CC(=O)Oc1ccc(C(=O)Cc2ccc3ccccc3n2)c(O)c1C | 5 | -0.5 | -2 | -53 | / | -1 | 21 | -3 | -9 | -0.1 |
| CCOc1cccc(C=NCCc2ccc(OC)c(OC)c2)c1O | 0 | -1.1 | -3 | 2 | i | -8 | -4 | -3 | 1 | 0.8 |
| Nc1nc(N)nc(-c2cccc(Cl)c2)n1 | 4 | -0.4 | -11 | -3 | i | 1 | -6 | 2 | -4 | -0.9 |
| CN1CCN(S(=O)(=O)c2ccc(NC(=S)NC(=O)C3CCC3)cc2)CC1 | -3 | -0.3 | -11 | 20 | i | -2 | -10 | -2 | -3 | -2.1 |
| COc1ccc(-n2cnnc2SCc2cnc(-c3ccccc3)s2)cc1 | 1 | -0.4 | 5 | -107 | i | -2 | 1 | 6 | -5 | 0.0 |
| COc1ccccc1OCCC(=O)OCC(=O)Nc1ccc(S(=O)(=O)N2CCOCC2)cc1 | 1 | 0.2 | -5 | -17 | i | 2 | -11 | 2 | -8 | -0.7 |
| Cn1c(=O)[nH]c(=O)c2c1nc(N/N=C/c1cccnc1)n2Cc1ccc(Cl)cc1 | -6 | 3.3 | 7 | -10 | i | 0 | 3 | 1 | 8 | -0.7 |

Part of the list above with just PABP1 MLLE inh:
| molecule | PABP1 MLLE inh |
| --- | --- |
| COc1ccc(-n2cnnc2SCc2cnc(-c3ccccc3)s2)cc1 | -107 |
| CCOc1cccc(C=NCCc2ccc(OC)c(OC)c2)c1O | 2 |
| Cn1c(=O)[nH]c(=O)c2c1nc(N/N=C/c1cccnc1)n2Cc1ccc(Cl)cc1 | -10 |
| COc1ccccc1OCCC(=O)OCC(=O)Nc1ccc(S(=O)(=O)N2CCOCC2)cc1 | -17 |
| CC(=O)Oc1ccc(C(=O)Cc2ccc3ccccc3n2)c(O)c1C | -53 |
| Cc1ccc(S(=O)(=O)N(C)C)cc1NC(=O)c1cc(=O)[nH]c2ccccc12 | -33 |
| CN1CCN(S(=O)(=O)c2ccc(NC(=S)NC(=O)C3CCC3)cc2)CC1 | 20 |

Additional structures
| molecule | DNMT1 inh | Tb MetRS inh | NadD block | PABP1 MLLE inh | Rpn11 inh | SUMO1-SIM PPI | CSN deneddyl inh | STEP block | Scp-1 inhibitor | LMPTP inh |
| --- | --- | --- | --- | --- | --- | --- | --- | --- | --- | --- |
| CC(=O)c1cn(Cc2ccccc2)c(=O)n(Cc2ccc(F)cc2)c1=O | 4 | 0.8 | 3 | 6 | i | -2 | 0 | 1 | -8 | 0.6 |
| COc1ccc(Cl)cc1C(=O)Nc1ccc(NC(=O)C(C)C)cc1 | -4 | -0.3 | -6 | 2 | i | 3 | 2 | -3 | 0 | -0.5 |
| CN(C)S(=O)(=O)c1cccc(COC(=O)c2cccnc2Cl)c1 | 0 | 0.3 | -5 | 33 | i | -5 | 1 | 8 | -10 | -1.0 |
| COc1ccc(S(=O)(=O)N2CCC(Nc3ccccc3Cl)CC2)cc1 | -1 | -0.3 | 3 | -6 | i | -6 | 1 | 3 | -5 | 2.6 |
| CCCN1CCN(C(=O)c2noc3c2COc2ccc(C)cc2-3)CC1 | 0 | 0.0 | -2 | 4 | i | -6 | -6 | -1 | -9 | -0.4 |
| Cc1cc(C)cc(OCC(=O)OC/C(O)=C(\C#N)c2nc3ccccc3[nH]2)c1 | 2 | 0.1 | 11 | -33 | i | 9 | 2 | -2 | -3 | -1.2 |
| N#C/C(=C/c1ccc(N2CCOCC2)c([N+](=O)[O-])c1)C(N)=O | 4 | 0.1 | 3 | 3 | i | -27 | 6 | -1 | 0 | 2.9 |
| CC1(C(=O)Nc2ccc3c(c2)OCCO3)CCC(=O)N1CCc1c[nH]c2ccccc12 (stereo not drawn) | -2 | -1.1 | -12 | 7 | i | 2 | -1 | -2 | / | -0.1 |

Filtered by structure: the compounds so far with a nitro group on carbon
| molecule | DNMT1 inh | Tb MetRS inh | NadD block | PABP1 MLLE inh | Rpn11 inh | SUMO1-SIM PPI | CSN deneddyl inh | STEP block | Scp-1 inhibitor | LMPTP inh |
| --- | --- | --- | --- | --- | --- | --- | --- | --- | --- | --- |
| O=C(COC(=O)c1ccc([N+](=O)[O-])o1)NC12CC3CC(CC(C3)C1)C2 | -6 | 0.2 | 4 | 0 | i | -32 | 5 | 2 | -10 | 1.2 |
| N#C/C(=C/c1ccc(N2CCOCC2)c([N+](=O)[O-])c1)C(N)=O | 4 | 0.1 | 3 | 3 | i | -27 | 6 | -1 | 0 | 2.9 |

(next part)
Fields – DNMT1 inh	Tb MetRS inh	NadD block	PABP1 MLLE inh	Rpn11 inh	SUMO1-SIM PPI	CSN deneddyl inh	STEP block	Scp-1 inhibitor	LMPTP inh
CC(C)N(Cc1ccccc1)S(=O)(=O)c1ccc(F)cc1
  3	-1.1	-11	3	i	16	-6	0	-9	0.4
COc1ccccc1NC(=O)N1CCN(Cc2ccc3c(c2)OCO3)CC1
  2	1.1	-6	8	i	-1	-2	0	-16	-2.8
CC(=O)Nc1ccc(NC(=O)CCCN2C(=O)C(c3ccccc3)Oc3cccnc32)cc1 (stereo not drawn)
  -1	-0.3	-9	-25	i	4	2	-1	/	-1.4
Cc1cc2ncn(CC3CC3(Cl)Cl)c2cc1C (stereo not drawn)
  -2	0.1	8	3	i	0	-4	-3	-3	-1.3
CC(=O)c1c(N2CCN(c3ccccc3)CC2)nc(=S)n(-c2ccccc2)c1C
  20	-0.6	11	-17	i	-18	15	-1	13	37
COc1ccc(N2CCN(Cc3nc(N)nc(Nc4ccccc4OC)n3)CC2)cc1
  -4	-1.4	6	6	i	4	1	3	0	-0.1
CCOc1ccc(NC(=S)NCc2cccnc2)cc1
  7	1.2	3	-25	i	0	-1	0	-7	1.3
O=C(NCc1ccco1)C(=O)c1cn(CC(=O)N2CCCC2)c2ccccc12
  1	-0.4	-4	3	i	-1	-1	-2	-7	-1.0
Cc1cccc(NC(=O)c2nc[nH]c2C(=O)N[C@@H](C)C(=O)OC(C)(C)C)c1
  3	-0.2	6	23	i	-1	0	0	4	1.9
O=c1cc(-c2ccccc2Cl)oc2c(NS(=O)(=O)c3cccc4nsnc34)ccc(O)c12
  1	-0.5	12	3	i	-27	-4	3	0	1.9
Cc1cc(=O)n(-c2ccccc2Cl)[nH]1
  -2	-1.0	0	14	i	7	1	-2	-2	0.0
Cc1ccnc2c(N3C(=O)C4C5C=CC(C5)C4(C)C3=O)cccc12 (stereo not drawn)
  0	0.0	-3	-1	i	4	-5	-1	-4	-0.1
Cc1ccnc(SC2CC(=O)N(c3ccc(C(C)C)cc3)C2=O)n1 (stereo not drawn)
  4	-0.2	4	12	i	-4	1	-2	-6	0.5
